Screening results (PubChem)
RAD52 inh: inhibitors of human RAD52 DNA annealing; recombinant RAD52 DNA annealing, FRET fluorescence; P43351; inhibition, % at 18.7 µM; 0.46% of 360,000 active;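 active = every replicate showing at least 50% inhibition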
Target sequence (P43351 whole entry, looked up): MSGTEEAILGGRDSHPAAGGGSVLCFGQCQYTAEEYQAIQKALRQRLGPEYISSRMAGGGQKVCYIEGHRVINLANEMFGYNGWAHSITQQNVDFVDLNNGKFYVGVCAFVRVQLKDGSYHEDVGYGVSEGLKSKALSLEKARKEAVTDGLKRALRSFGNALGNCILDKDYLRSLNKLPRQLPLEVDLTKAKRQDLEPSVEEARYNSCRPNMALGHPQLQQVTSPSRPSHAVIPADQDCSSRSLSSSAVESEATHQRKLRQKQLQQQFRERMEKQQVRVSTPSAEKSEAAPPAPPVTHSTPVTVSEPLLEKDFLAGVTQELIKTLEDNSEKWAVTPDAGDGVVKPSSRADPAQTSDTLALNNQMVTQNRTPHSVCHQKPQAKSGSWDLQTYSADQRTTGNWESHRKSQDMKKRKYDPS
XiGFP reactiv: X-chromosome reactivation activator. XiGFP mouse fibroblasts, % GFP-positive cells imaging, 3 d; cells co-treated with 5-aza-dC sensitizer; scaled so ellipticine positive control = 100%. 0.055% of 360,000 active. AID 743238. activation, % at 7.58 µM;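 active = mean normalized replicate activation at least 10% and every replicate at or above 10%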;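 note: 0% = median of on-plate neutral control wells and 100% = ellipticine 6 µM median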
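System: XiGFP fibroblasts, SV40-immortalized. Medium: DMEM plus 5-aza-dC sensitizer. Doses: single point. Timing: 3 d treatment, 15 min room-temperature fixation. Control set: ellipticine 6 µM.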
RAD54 branch: RAD54 (human) branch migration inhibition; RAD54 Holliday junction branch migration, FAM/BHQ fluorescence; inhibition, % at 10.4 µM; 0.14% of 360,000 active;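 active = mean normalized replicate activity at least 40 and at least half of replicates scoring 40 or more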;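 note: 0% = median of neutral control wells and 100% = median of positive control wells; inhibitors cause a drop in the FAM fluorescence signal; in these data hits start at about 50%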
CFTR F508del cor: CFTR F508del correction in bronchial cells; CFBE cells, YFP halide quenching; stimulated with forskolin plus potentiator P3; % fluorescence drop versus neutral controls; activity (quench increase), % at 7.58 µM; 0.36% of 350,000 active; AID 720511;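 active = mean added fluorescence quench of at least 8% versus neutral control, with both replicates also reaching 8%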;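 note: cells transiently co-express mutant CFTR-F508del with the halide-sensitive YFP; corrector assay measuring rescue of mutant channel to the surface after 24 h compound exposure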
ERAP1 HTS inh: ERAP1 (human) enzyme inhibition; Q9NZ08; recombinant ERAP1, Leu-AMC fluorescence, 60 min; inhibition, % at 10.7 µM; 0.15% of 340,000 active;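 active = mean replicate inhibition of at least 30%, or all replicates individually reaching that 30% level; inactive = mean below 30% and not every replicate reaching it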;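 note: 0% = neutral control wells and 100% = L-leucinethiol positive control wells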
esBAF inh: blocks esBAF chromatin remodeling in mouse ES cells. Bmi1-luciferase knock-in reporter, 24 h; 100% = twice the neutral-well signal. reporter increase, % at 12.5 µM. 2% of 350,000 active. AID 602393; in the data active = activation above about 40%;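 note: 0% = median of the plate's neutral control wells and 100% = double that signal; a rise in the Bmi1 reporter signal indicates esBAF inhibition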
INS-1E GSIS act: GLuc luminescence reporter in INS-1E cells, primary screen for activators of glucose-dependent secretion of insulin; INS-1E GLuc reporter insulin secretion, 2-3 h; activation, % at 16.6 µM; 0.61% of 370,000 active; AID 743287;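 active = lowest replicate activation of at least 40%, so every replicate reaches that level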;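 note: 0% = median of neutral control wells and 100% = median of IBMX positive control wells; some compounds called inactive have numbers as strong as hits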
ARNT TACC3 PPI: ARNT/TACC3 interaction disruption; Q9Y6A5; AlphaScreen His-ARNT PAS-B/GST-TACC3 binding, luminescence; TACC3 fragment carries E629A point mutation; inhibition, % at 9.99 µM; 0.66% of 390,000 active; AID 623870;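 active = mean inhibition of replicates at least 50% and at least half of replicates each reaching 50%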;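 note: 0% = complete ARNT plus TACC3 wells and 100% = ARNT alone without TACC3; many hits fall short of the cut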
Numbers without * were called inactive; . = no result given; & = joins results of further samples.

#1 COc1ccc(NC(=O)CSc2n[nH]c(-c3ccco3)n2)cc1
#2 CN(C)Cc1ccccc1CCc1ccccc1
#3 N#CC1(NC(=O)COC(=O)c2ccccc2[N+](=O)[O-])CCCCC1
#4 NC(=O)c1cc([N+](=O)[O-])ccc1NCc1cccnc1
#5 COCCCNC(=O)C1CCN(c2nc(C)cc(C)n2)CC1
#6 CCCN(CC(=O)Nc1ccc(Cl)cc1Cl)C(=O)/C=C/c1cccc([N+](=O)[O-])c1
#7 COc1cc(NC(=O)CSc2nc3c(c(=O)n(C)c(=O)n3C)n2C)cc(OC)c1
#8 Cc1c(OCc2ccccc2)cccc1OCc1ccccc1
#9 COC(=O)C1=C(C)N(Cc2ccc(F)cc2)C(=S)NC1c1ccccc1 (stereo not given)
#10 O=C(NC(=S)Nc1cccc(NC(=S)NC(=O)c2ccccc2)c1)c1ccccc1

compound no.	1	2	3	4	5	6	7	8	9	10
RAD52 inh	-8	0	-6	-18	.	-28	-10	-3	0	-22
XiGFP reactiv	0.0	0.0	0.0	0.0	.	-0.1	-0.1	-0.3	0.5	0.3
RAD54 branch	-5	7	6	.	-4	0	-2	6	.	0
CFTR F508del cor	-0.9	5.7	2.2	0.8	.	.	3.7	-4.0	0.3	-0.3
ERAP1 HTS inh	0	9	-1	3	.	2	-8	-4	2	4
esBAF inh	-2	.	7	.	-5	-2	-4	30	.	66*
INS-1E GSIS act	5	30	4	10	14	.	12	-4	-33	2
ARNT TACC3 PPI	3	.	-2	-6	-2	2	0	-27	.	-1

Results in sequence from the list:
XiGFP reactiv for nos. 1 to 10: 0.0, 0.0, 0.0, 0.0, ., -0.1, -0.1, -0.3, 0.5, 0.3

Continuation:
#11 CN1CCN(C(=O)c2cc3c(c(-c4cccc(-c5cccnc5)c4)n2)[C@@H](CCO)N(C(=O)CC2CC2)C3)CC1
#12 COc1ccc(CCNc2ccc(N3C(=O)CC(C)C3=O)cc2[N+](=O)[O-])cc1OC (stereo not given)
#13 COC(=O)N1C(=O)[C@](c2ccc(OC)cc2)(C(C)C)N1C(=O)OC
#14 Cc1noc(C)c1S(=O)(=O)Nc1ccc2c(c1)C(=O)N([C@H](C)CO)C[C@@H](C)[C@@H](CN(C)C(=O)c1ccccc1)OCCCC[C@@H](C)O2
#15 CCCC(C)NC(=O)CSc1nnc(-c2c[nH]c3ccccc23)o1 (stereo not given)
#16 CCOc1ccc2ccccc2c1C(=O)N1CCN(c2ccccc2)CC1
#17 CC1CCC(=NNC(=O)Cc2cccn2C)CC1 (stereo not given)
#18 O=C(C[C@H]1CC[C@H]2[C@@H](COC[C@H](O)CN2Cc2ccc(Cl)cc2)O1)NCCc1ccccc1
#19 NS(=O)(=O)c1cccc(NC(=O)CSc2nnc(C3CC3)n2-c2ccccc2)c1
#20 CCc1cc(C(=O)OC)c(NC(=O)CN2CCN(C(=O)c3ccco3)CC2)s1

compound no.	11	12	13	14	15	16	17	18	19	20
RAD52 inh	1&-11	-10	-5	4	-19	-4	-6	14	5	-12
XiGFP reactiv	0.1&-0.1	0.8	0.0	0.3	0.1	.	0.0	-0.1	0.0	0.4
RAD54 branch	-6	2	1	-6	.	-8	.	-28	.	5
CFTR F508del cor	-2.8	3.3	-2.5	-2.0	-0.6	6.5	-2.8	-3.6	3.7	0.4
ERAP1 HTS inh	2&-7	2	-3	2	-3	0	-1	0	-2	2
esBAF inh	-7	1	-5	-2	.	-21	-1	-6	.	5
INS-1E GSIS act	19&-2	-46	2	-26	-5	-20	11	-18	7	28
ARNT TACC3 PPI	-1	4	4	-7	-15	2	3	0	10	-2

#21 COC(=O)c1cc(=O)n(Cc2ccc(F)cc2)c(=Nc2ccccc2)s1
#22 CN(CC(=O)Nc1ccc(F)cc1)C(=O)C1CCN(C(=O)Nc2ccccc2)CC1
#23 CCOC(=O)c1sc(NC(=O)C(C)Sc2nnc(N)s2)nc1C (stereo not given)
#24 COCC(=O)Nc1ccc2c(c1)OC[C@H](C)N(Cc1ccccc1OC)C[C@H](C)[C@@H](OC)CN(C)C2=O
#25 Cc1ccc(S(=O)(=O)N(C)C[C@H]2OCCCC[C@H](C)Oc3ccc(NC(=O)Nc4ccc(C(F)(F)F)cc4)cc3C(=O)N([C@@H](C)CO)C[C@@H]2C)cc1
#26 Cc1ccc(-c2nc(C(=O)NCC3CCCO3)cc3c2[nH]c2ccccc23)cc1 (stereo not given)
#27 Cc1ccc(/C(N)=N/OC(=O)Cc2cccc3ccccc23)cc1
#28 Cn1cnc(S(=O)(=O)N[C@H]2CC[C@@H](CC(=O)NCC3CCCCC3)O[C@@H]2CO)c1
#29 Cc1cc(C)nc(Nc2ccc(O)cc2)n1
#30 C[C@@H]1CN([C@H](C)CO)C(=O)Cc2cc(NC(=O)Nc3ccc4c(c3)OCO4)ccc2O[C@@H]1CN(C)CC1CC1

compound no.	21	22	23	24	25	26	27	28	29	30
RAD52 inh	-13	-7	-24	-5	-20	-43	-5	-7	-6	6
XiGFP reactiv	-0.1	0.0	0.3	0.2	0.2	.	0.2	0.4	0.0	0.1
RAD54 branch	.	3	.	.	-47	-1	.	-2	3	-6
CFTR F508del cor	-1.8	-0.7	1.7	1.8	1.4	3.1	-2.6	3.1	-2.5	0.2
ERAP1 HTS inh	1	-3	-3	-2	2	0	0	-3	0	-4
esBAF inh	-8	-8	.	.	-2	-6	.	-7	-2	-1
INS-1E GSIS act	5	11	0	-2	19	.	9	5	56	-3
ARNT TACC3 PPI	17	0	-8	.	19	3	34	.	-5	25

#31 CCOc1ccc(S(=O)(=O)N2CCN(C(=O)Cc3ccc(S(=O)(=O)N4CCOCC4)s3)CC2)cc1
#32 Cc1ccc(NC(=O)C(=O)N2CCCC2)cc1Cl
#33 CNC[C@H]1Oc2ccc(NS(C)(=O)=O)cc2CC(=O)N([C@@H](C)CO)C[C@H]1C
#34 Cc1ccc(NC(=O)CSCC(=O)Nc2nnc(C3CC3)s2)cc1
#35 CCOC(=O)c1c(-c2cccc(N)c2)cn2ccccc12
#36 OCCN1CCSC1=S
#37 CCOc1ncccc1C(=O)NCc1cccc(OC)c1
#38 N=C1SCC(=O)N1c1ccccc1Cl
#39 Cc1cc(NC(=O)c2cccc([N+](=O)[O-])c2)no1
#40 Cc1ccc(NC(=O)c2snc3ccc(Cl)cc23)cc1C

compound no.	31	32	33	34	35	36	37	38	39	40
RAD52 inh	-12	-10	-18	-24	-12	-6	.	-13	2	-3
XiGFP reactiv	0.1	0.1	0.1	0.0	0.0	0.2	0.1	0.0	0.0	0.1
RAD54 branch	.	.	4	2	0	-6	-11	4	.	.
CFTR F508del cor	0.0	-0.2	0.8	0.5	-0.3	0.0	.	1.7	1.9	2.3
ERAP1 HTS inh	0	0	1	-3	-1	5	.	-1	.	12
esBAF inh	1	.	-1	-5	2	-3	-2	1	.	.
INS-1E GSIS act	-17	8	21	4	0	45*	88*	-1	-12	-5
ARNT TACC3 PPI	-1	.	-4	-1	0	7	-13	-2	0	-4

Ordered by molar mass (low to high): some entries from above
#38 N=C1SCC(=O)N1c1ccccc1Cl
#40 Cc1ccc(NC(=O)c2snc3ccc(Cl)cc23)cc1C
#33 CNC[C@H]1Oc2ccc(NS(C)(=O)=O)cc2CC(=O)N([C@@H](C)CO)C[C@H]1C

compound no.	38	40	33
RAD52 inh	-13	-3	-18
XiGFP reactiv	0.0	0.1	0.1
RAD54 branch	4	.	4
CFTR F508del cor	1.7	2.3	0.8
ERAP1 HTS inh	-1	12	1
esBAF inh	1	.	-1
INS-1E GSIS act	-1	-5	21
ARNT TACC3 PPI	-2	-4	-4

Looked up above.
For XiGFP reactiv, CCOc1ncccc1C(=O)NCc1cccc(OC)c1 is entered as 0.1
For esBAF inh, N=C1SCC(=O)N1c1ccccc1Cl is entered as 1

The list goes on:
#41 Cc1cc(C(=O)COc2ccc(F)cc2Br)c(C)n1C1CC1
#42 CCCC#Cc1cnc2c(c1)C(=O)N([C@@H](C)CO)C[C@@H](C)[C@@H](CN(C)C(=O)NCCC)O2
#43 CC(=O)N(Cc1ccccc1)c1ccc(C(=O)O)cc1
#44 COc1cc(CC(=O)O)c([N+](=O)[O-])cc1OC
#45 CCN(CC)CCn1c2c(c(SCC(=O)Nc3cc(OC)cc(OC)c3)nc1=O)CCC2
#46 COc1ccc2c3c([nH]c2c1)[C@@H](CO)N(C(=O)NC(C)C)CC31CN(C(=O)c2ccncc2)C1
#47 COc1ccccc1-c1sc2cc3c(cc2c1-c1ccc(O)cc1)OCO3
#48 COC(=O)c1c(NC(=O)COC(=O)[C@@H](NS(=O)(=O)c2ccccc2)C(C)C)sc2c1CCC2
#49 CC(=O)c1cccc(NC(=S)NCc2ccco2)c1
#50 COc1cccc(NC(=O)Nc2ccc3c(c2)C(=O)N(C)C[C@H](OC)[C@@H](C)CN[C@H](C)CO3)c1
#51 OC(c1ccccc1)(c1nc(-c2ccccc2)cs1)C(F)(F)F (stereo not given)
#52 COCC(=O)NCC1CCN(C(=O)C(=O)c2cccs2)CC1

compound no.	41	42	43	44	45	46	47	48	49	50	51	52
RAD52 inh	-16	-2	3	-1	-3	-1	-2	.	-36	67*	8	-4
XiGFP reactiv	0.3	-0.3	.	-0.2	0.0	0.0	-0.1	1.0	-0.2	0.0	0.1	0.0
RAD54 branch	0	-3	0	.	7	.	7	1	.	24	-19	.
CFTR F508del cor	0.2	2.9	.	-1.9	1.0	-1.5	0.4	.	1.0	-1.8	-0.6	1.4
ERAP1 HTS inh	0	-2	1	.	-1	2	-3	.	-4	1	8	2
esBAF inh	32	1	-8	.	-2	.	-9	.	.	11	10	.
INS-1E GSIS act	-45	5	3	-10	29	15	-18	-7	-14	-2	.	-9
ARNT TACC3 PPI	7	-1	-3	-1	-10	.	-2	-7	1	8	.	.

From no. 41 as far as 44, copied from above:
#41 Cc1cc(C(=O)COc2ccc(F)cc2Br)c(C)n1C1CC1
#42 CCCC#Cc1cnc2c(c1)C(=O)N([C@@H](C)CO)C[C@@H](C)[C@@H](CN(C)C(=O)NCCC)O2
#43 CC(=O)N(Cc1ccccc1)c1ccc(C(=O)O)cc1
#44 COc1cc(CC(=O)O)c([N+](=O)[O-])cc1OC

compound no.	41	42	43	44
RAD52 inh	-16	-2	3	-1
XiGFP reactiv	0.3	-0.3	.	-0.2
RAD54 branch	0	-3	0	.
CFTR F508del cor	0.2	2.9	.	-1.9
ERAP1 HTS inh	0	-2	1	.
esBAF inh	32	1	-8	.
INS-1E GSIS act	-45	5	3	-10
ARNT TACC3 PPI	7	-1	-3	-1

Hits appear at their usual frequency; 3.3% or so of the library scored in one or more.
